Salmonella PhoP GFP – inhibitors of PhoP regulon expression, primary screen, Salmonella Typhimurium, GFP reporter (AID 1863) | S. Typhimurium PhoP-regulated promoter GFP reporter, 4 h; higher % means a stronger effect | inhibition, % at 50 µM, or IC50 in µM where a hit was titrated | 300,000 compounds, 0.16% hits;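 active = inhibition over 29.93%, a cutoff 3 SD above the screen mean, later confirmed by dose response; inconclusive = inhibition over 29.93% but no dose response follow-up; inactive = inhibition at most 29.93% or unconfirmed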;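 also: 0% = low Mg2+ inducing control and 100% = high Mg2+ repressing control; strong numbers were not always called active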
RSV CPE inhibition – inhibition of RSV-induced cytopathic effect – HEp-2 cells, primary 10 µM value included (AID 2391) | 310,000 compounds, 0.13% hits | HEp-2 cells, RSV-induced CPE inhibition; higher % means a stronger effect | one-dose CPE inhibition, % at 10 µM; IC50 in µM for titrated hits; in the data active = a potency from the dose series; inconclusive = CPE inhibition mostly from about 23% at the one dose, without a potency; inactive = the rest, 99 in 100 with CPE inhibition below about 21%; also: strong numbers were not always called active
West Nile virus CPE – West Nile virus antiviral activity, cell-based, CPE readout (AID 1621). 290,000 compounds, 0.02% hits. CPE inhibition, % at 10 µM; hits with a dose series show IC50 in µM. West Nile virus-infected cells, CPE inhibition; higher % means a stronger effect; in the data active = a potency from the dose series; inconclusive = CPE inhibition mostly from about 3.7% at the one dose, without a potency; inactive = the rest, 99 in 100 with CPE inhibition below about 2.2%; also: strong numbers were not always called active
T cell modulator – modulates CD8 T cell binding to vesicles | 2C CD8+ T cell-vesicle binding, flow cytometry; active compounds read low | 330,000 compounds, 0.068% hits | calls only at 7 µM;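 active = response, share of CD8 T cells binding vesicles, and their 90th percentile fluorescence all below set limits, cut at about 80% in these data, passing the limit was not always enough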
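Material: murine 2C transgenic CD8+ T lymphocytes / Also added: QL9-peptide-loaded Drosophila micro-vesicles bearing Ld, ICAM-1 and B7-1 / Schedule: binding step 1.5 h, 37 °C, antibody labelling 20 min, ice / Signal: flow cytometry, PE anti-B7-1 (FL2) versus Alexa647 anti-CD8 (FL8), PFA-fixed / Evaluation: percent CD8+ FL2 mean versus row control / Benchmarks: naked versus QL9-loaded vesicles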
MgcRacGAP inhibition – MgcRacGAP GTPase-activating activity inhibitors, confirmation, biochemical, ADP Hunter fluorescence; MgcRacGAP-stimulated Rac1 GTP hydrolysis, ADP Hunter fluorescence; higher % means a stronger effect; GST-tagged Rac1 F28L mutant substrate; one-dose inhibition, % at 30 µM; IC50 in µM for titrated hits; 340,000 compounds, 0.6% hits; AID 624330;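 active = first-screen hits whose inhibition reached a set limit at any dose in the follow-up dose series; inconclusive = inhibition above the set first-screen limit but never retested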;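 also: fluorescence reports GDP produced by GAP-driven GTP hydrolysis; strong numbers were not always called active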
Myeloid diff 2 – myeloid differentiation induction; ER-HoxA9 myeloid progenitors, lysozyme-GFP differentiation, flow cytometry; calls only at 10 µM; 360,000 compounds, 1% hits; AID 624256;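 active = normalized GFP-positive differentiation at or above the plate's own cutoff, the solvent-only control mean plus 3 SD; inconclusive = no clear call, values can overlap the other calls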;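 also: cells exposed to compound for four days before flow analysis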
SV40 large T antigen – TAg ATPase/helicase activity blockers – biochemical (AID 1903) | SV40 large T antigen ATPase/helicase inhibition assay; higher % means a stronger effect | inhibition, % at 20 µM; hits with a dose series show IC50 in µM | 310,000 compounds, 0.39% hits; in the data active = a potency from the dose series; inconclusive = inhibition mostly from about 32% at the one dose, without a potency; inactive = the rest, 99 in 100 with inhibition below about 32%; also: strong numbers were not always called active
WT yeast gro inh – growth inhibition of WT yeast, mitochondrial fusion screen | mitochondrial fusion phenotypic screen, WT strain | inhibition, % at 10 µM | 190,000 compounds, 2.1% hits | AID 1362; in the data active = inhibition above about 58%; tested in S. cerevisiae
b-catenin transl – alters nuclear translocation of beta-catenin in HeLa cells; immunofluorescence imaging; nuclear translocation activity, % at 5 µM; 190,000 compounds, 0.3% hits; AID 1665;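 active = nuclear translocation activity above 50% at 5 µM, with a well cell count of 50 or more; inconclusive = wells under 50 cells across six images, flagged as toxic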;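 also: per-cell ratio of nuclear to cytoplasmic median beta-catenin stain intensity; plate controls were DMSO negative control for no effect and GSK-3 inhibitor IX positive control for full effect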
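assay system = human HeLa cells, endogenous beta-catenin | times = compound treatment 24 h, 37°C, 5% CO2 | detection = Anti-beta-catenin immunofluorescence on PFA-fixed, Triton-permeabilized cells, DAPI nuclei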
WT yeast gro inh mutant strain – second read-out of WT yeast gro inh, no call of its own (marks repeat the call); inhibition, %; mitochondrial fusion phenotypic screen, mutant strain inhibition
b-catenin transl cell count 5 µM – further read-out of b-catenin transl, marked with its call; cell count; measured here: cell count, cytotoxicity flag
T cell modulator vesicle-bound % – further read-out of T cell modulator, marked with its call; double positive events, %; measured here: CD8+ vesicle-bound cell fraction;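 binding gate set so that unloaded-vesicle control wells show 10% double positive cells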
Myeloid diff 2 GFP+ MAC1+ % – second read-out of Myeloid diff 2, no call of its own (marks repeat the call); GFP+ MAC1+ double positive, %; measured here: differentiation confirmed by MAC1 staining
An asterisk follows results filed as active; i = inactive; ? = inconclusive; · = not tested or not shown.

SMILES	Salmonella PhoP GFP	RSV CPE inhibition	West Nile virus CPE	T cell modulator	T cell modulator vesicle-bound %	MgcRacGAP inhibition	Myeloid diff 2	Myeloid diff 2 GFP+ MAC1+ %	SV40 large T antigen	WT yeast gro inh	WT yeast gro inh mutant strain	b-catenin transl	b-catenin transl cell count 5 µM
CC(C)(C)n1nnnc1SCC(=O)Nc1nn(-c2ccccc2)nc1C(N)=O	1%	-0.2%	-0.4%	i	46	2%	i	0.2	16%	-5	-3	-2.7	1062
COc1ccc(-c2cc(=O)oc3c(O)c(O)ccc23)cc1	2%	15%	-0.7%	i	44	?	i	0.2	8.8µM*	·	·	·	·
COc1cccc(-c2cc(C(=O)Nc3cccnc3Cl)no2)c1	-4%	0.6%	0.0%	i	47	8%	i	0.7	8%	·	·	·	·
O=C(COc1cccc2ccccc12)NNC(=O)[C@@H]1CCCC[C@@H]1C(=O)O	-1%	1.4%	0.5%	i	28	6%	i	0.2	5%	-5	-9	-0.7	993
CCc1ccc2oc(C(=O)Nc3ccc(S(N)(=O)=O)cc3)c(C)c2c1	-10%	1.4%	-0.5%	i	44	3%	i	0.0	2%	-5	11	-0.5	1479
O=C(Oc1ccc2ccccc2c1Cl)N1CCCC1	0%	?	0.5%	i	40	4%	i	0.9	3%	10	-7	-1.1	1013
Nc1cc(N)nc(SCC(=O)Nc2ccc(Br)cc2Cl)n1	-1%	19%	-0.3%	i	57	-5%	i	1.3	?	4	-21	-1.9	999
CCc1ccc2[nH]c(C)c(CN3CCCCCC3)c(=O)c2c1	1%	0.1%	-0.1%	i	24	·	i	0.9	5%	·	·	·	·
CCCN(CCC)C(=O)c1cc(-c2ccc3c(c2)OCO3)nc2ccccc12	-8%	?	-0.6%	i	44	-6%	i	0.3	14%	24	0	·	·
O=C(CC1SC(=O)N(Cc2cccc3ccccc23)C1=O)Nc1nccs1 (centres undefined)	15%	3.5%	-1.4%	i	56	0%	i	2.0	0%	24	24	·	·
CC1=C(C(=O)OCc2ccccc2)C(c2ccc(N3CCOCC3)cc2)NC(=O)N1 (centres undefined)	0%	0.9%	-0.1%	i	37	8%	i	0.7	0%	6	-13	-1.4	1178
Cc1cc(C(=O)CSc2nnc(Nc3ccccc3F)s2)c(C)n1CC1CCCO1 (centres undefined)	-9%	·	-0.8%	·	·	7%	i	0.5	15%	9	-3	1.5	1162
O=C(Nc1ccc(C(F)(F)F)cc1)c1cc(-c2cccnc2)nc2ccc(Br)cc12	3%	4.2%	·	i	14	-1%	i	3.4	12%	41	45	3.0	1324
CC(=O)n1cc([C@H]2C=C(C(=O)NCc3ccccc3)O[C@@H](OCc3ccc(CO)cc3)C2)c2ccccc21	-1%	14%	0.5%	i	18	9%	?	·	9%	0	5	0.4	1050
O=c1c2cc(-c3ccccc3)sc2ncn1-n1cccc1	10%	1.3%	-0.3%	i	52	4%	i	0.2	13%	·	·	-2.1	1121
O=C(O)c1cc(S(=O)(=O)N2CCCc3ccccc32)ccc1Cl	-8%	0.6%	1.1%	i	29	2%	i	0.3	25%	·	·	·	·
Cn1c2ccccc2c2cc(/C=N/NC(=O)c3cc(O)cc(O)c3)ccc21	-6%	51%	-0.3%	i	10	10%	i	0.8	18%	·	·	·	·
COC(=O)c1ccc(N2CCN(S(=O)(=O)c3ccccc3)CC2)c([N+](=O)[O-])c1	4%	2.4%	0.9%	i	37	7%	i	0.8	-2%	-15	-6	-4.2	1048
Cc1ccc(S(=O)(=O)N(CC(=O)N2CCN(c3ccc(F)cc3)CC2)C2CCCCC2)cc1	-4%	0.9%	-0.9%	i	26	3%	i	0.0	3%	42	36	-0.3	1426
Cc1cc(C)c(C(=O)CN2C(=O)NC3(CCCCC3)C2=O)cc1C	-6%	0.6%	-0.2%	i	32	-1%	i	0.1	10%	-5	7	-1.6	1090
COc1ccc(-c2nc3c(-c4ccc(F)cc4)cnn3cc2C)cc1F	-12%	4.9%	-1.4%	i	37	2%	i	0.3	9%	6	17	1.6	1019
Cc1nc(SCC(N)=O)c([N+](=O)[O-])[nH]1	-4%	1.0%	0.0%	i	47	-13%	i	0.5	9%	-3	-2	4.5	985
COC(=O)CCCNc1ncccc1[N+](=O)[O-]	-4%	-0.9%	0.1%	i	34	-1%	i	0.1	8%	-3	8	3.1	1033
COc1ccc(O)c(C(=O)c2cnc3onc(C(C)C)c3c2)c1	5%	3.9%	0.8%	i	24	5%	i	0.2	7%	-4	-14	2.6	674
COc1ccc(Cn2c(=S)[nH]c3cc(C(=O)NCCCN4CCOCC4)ccc3c2=O)cc1	8%	-0.3%	-0.1%	i	41	5%	?	·	1%	·	·	·	·

One compound at a time, from the list above. Order of screens: Salmonella PhoP GFP	RSV CPE inhibition	West Nile virus CPE	T cell modulator	T cell modulator vesicle-bound %	MgcRacGAP inhibition	Myeloid diff 2	Myeloid diff 2 GFP+ MAC1+ %	SV40 large T antigen	WT yeast gro inh	WT yeast gro inh mutant strain	b-catenin transl	b-catenin transl cell count 5 µM
O=C(Nc1ccc(C(F)(F)F)cc1)c1cc(-c2cccnc2)nc2ccc(Br)cc12 as listed: 3%	4.2%	·	i	14	-1%	i	3.4	12%	41	45	3.0	1324
Nc1cc(N)nc(SCC(=O)Nc2ccc(Br)cc2Cl)n1 as listed: -1%	19%	-0.3%	i	57	-5%	i	1.3	?	4	-21	-1.9	999

Later entries
SMILES	Salmonella PhoP GFP	RSV CPE inhibition	West Nile virus CPE	T cell modulator	T cell modulator vesicle-bound %	MgcRacGAP inhibition	Myeloid diff 2	Myeloid diff 2 GFP+ MAC1+ %	SV40 large T antigen	WT yeast gro inh	WT yeast gro inh mutant strain	b-catenin transl	b-catenin transl cell count 5 µM
CC(C)C(=O)Nc1ccc(NC(=O)c2ccccc2Cl)nc1	9%	1.2%	-0.2%	i	33	8%	i	1.6	21%	4	4	-4.3	1079
CC(C)c1ccc(NC(=O)Cn2nnc(C(=O)NCc3ccco3)c2N)cc1	9%	0.7%	0.2%	i	12	3%	i	0.5	8%	·	·	·	·
COC(=O)c1ccc(S(=O)(=O)N2CCCN(Cc3ccc(F)cc3)CC2)n1C	-4%	19%	-0.7%	i	26	10%	i	0.8	7%	·	·	2.1	1334
CCN(CC(=O)Nc1c(F)cccc1F)C(=O)c1ccc(=O)[nH]c1	-5%	0.0%	0.2%	i	6	3%	i	1.1	0%	·	·	·	·
N=C1C(c2nc3ccccc3s2)=C(O)CN1c1ccccc1	-1%	5.3%	-0.5%	i	22	11%	i	0.1	6%	3	-4	-0.2	1485
CC1CCCCC1NC(=O)c1cc(=O)[nH]c2ccccc12 (centres undefined)	-7%	-1.0%	·	i	35	9%	i	1.2	16%	·	·	·	·
Cc1nn(C)c(C(=O)N/N=C/c2ccncc2)c1Cl	1%	4.0%	-0.4%	i	33	10%	i	1.1	21%	·	·	·	·
Cc1cc(NCCCN)nc(-c2ccccc2O)n1	5%	-0.6%	-0.1%	i	18	8%	i	0.9	11%	15	-2	1.3	1039
Cc1ccc(C2=NOC(c3nnc(-c4ccccc4)o3)C2)cc1 (centres undefined)	·	1.4%	0.0%	·	·	4%	i	1.4	11%	·	·	·	·
CN(C)CCN(C(=O)CCc1ccccc1)c1nc2c(F)cc(F)cc2s1	-6%	-1.0%	0.3%	i	57	9%	i	0.4	16%	5	22	-0.5	1127
CCOC(=O)CSc1nnc(NC(=O)CN2CCN(C=O)CC2)s1	-6%	1.8%	0.7%	i	40	2%	i	0.8	18%	·	·	·	·
COc1ccccc1CNC(=O)C1CCC(CNC(=O)[C@@H]2Cc3ccccc3CN2)CC1 (some centres undefined)	-5%	-0.6%	-0.3%	i	22	-7%	i	3.8	17%	·	·	·	·
CCOc1cc(/C=C2/NC(=O)N(CC(=O)OC)C2=O)ccc1O	0%	1.2%	0.0%	i	64	?	i	0.2	12µM*	4	11	-0.7	1123
O=C(O)c1ccc(N2C(=O)/C(=C/C=C/c3ccccc3)SC2=S)cc1	-10%	-0.1%	-0.9%	i	57	16%	i	0.1	14%	-17	-18	-2.5	1057
CC(C)(C)c1ccc(OCCC(=O)NCC(c2cccs2)N2CCOCC2)cc1 (centres undefined)	-1%	10%	·	i	24	7%	i	0.6	6%	·	·	·	·
CCCC1CCC(=NNS(=O)(=O)c2ccc(C)c([N+](=O)[O-])c2)CC1 (centres undefined)	-2%	0.8%	1.1%	i	41	3%	i	0.4	4%	8	7	-3.3	1204
Cc1nc2scc(C)n2c(=O)c1S(=O)(=O)NCc1ccccc1	-6%	0.8%	0.4%	i	22	-33%	i	1.1	2%	·	·	·	·
Cc1ccc(N2C(=O)CSC2c2cccnc2)c(Cl)c1 (centres undefined)	-4%	·	0.0%	i	59	9%	i	0.3	19%	·	·	6.6	1106
Cc1oc(-c2cccc(Cl)c2)nc1CN1CCC(C(=O)N2CCN(c3ccccc3F)CC2)CC1	-2%	1.6%	·	i	27	2%	i	2.6	21%	32	18	0.1	957
COc1c(C)cc(C(=O)C2CCCN(C(=O)c3ccc4[nH]ccc4c3)C2)cc1C (centres undefined)	·	4.4%	-0.7%	i	37	-1%	i	0.4	·	2	0	-1.4	1050
COc1ccc(CNC(=O)C2CCCN2C(=O)NC2CCCCC2)cc1 (centres undefined)	5%	0.3%	-0.3%	i	24	1%	i	1.0	13%	0	23	-1.3	1130
CCOc1ccc(OCC)c(NC(=O)CSCCc2ccccn2)c1	-1%	3.2%	-0.7%	i	40	13%	i	0.5	9%	-12	-1	-0.3	1122

Source: PubChem (several laboratories)
